Assay outcomes deposited in PubChem by several laboratories.
procasp3 activ – activates human procaspase-3; P42574; recombinant procaspase-3 D3A, Ac-DEVD-pNA absorbance 405 nm; activation, % at 8.5 µM; hit rate 0.11% among 330,000; AID 463141;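 active = activation above the mean of all tested compounds plus 3 SD, cut at about 21% in these data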;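 note: 0% = DMSO alone and 100% = DMSO wells spiked with extra 5 µM PC-3 D3A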
Target sequence (P42574 whole entry D9A/D28A/D175A): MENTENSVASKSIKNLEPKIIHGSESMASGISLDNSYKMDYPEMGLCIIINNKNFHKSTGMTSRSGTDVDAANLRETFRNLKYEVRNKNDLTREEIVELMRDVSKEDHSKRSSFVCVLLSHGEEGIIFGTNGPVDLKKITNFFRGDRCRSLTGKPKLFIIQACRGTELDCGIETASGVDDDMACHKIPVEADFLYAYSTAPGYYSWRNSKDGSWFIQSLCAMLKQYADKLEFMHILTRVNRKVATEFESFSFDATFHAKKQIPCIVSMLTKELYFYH
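Evaluation: percent activation relative to control range; Material: Procaspase-3 D3A mutant, all three cleavage aspartates alanine; Compound: single dose, 8.5 µM nominal compound, 0.8% DMSO; Replication: one well per compound; Signal: absorbance at 405 nm, 0 and 120 min; Schedule: 1 h preincubation plus 2 h reaction at 25 °C.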
PP5 inh – inhibitors of human protein phosphatase 5 (PP5); P53041; purified PP5c, OMFP substrate fluorescence; inhibition, % at 6.7 µM; hit rate 0.18% among 320,000; AID 1987;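 active = inhibition above the campaign's mean inhibition across all tested compounds plus 3 SD, cut at about 9.5% in these data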;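 note: 0% = DMSO only and 100% = 100 µM cantharidin control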
Target sequence (P53041 whole entry, looked up): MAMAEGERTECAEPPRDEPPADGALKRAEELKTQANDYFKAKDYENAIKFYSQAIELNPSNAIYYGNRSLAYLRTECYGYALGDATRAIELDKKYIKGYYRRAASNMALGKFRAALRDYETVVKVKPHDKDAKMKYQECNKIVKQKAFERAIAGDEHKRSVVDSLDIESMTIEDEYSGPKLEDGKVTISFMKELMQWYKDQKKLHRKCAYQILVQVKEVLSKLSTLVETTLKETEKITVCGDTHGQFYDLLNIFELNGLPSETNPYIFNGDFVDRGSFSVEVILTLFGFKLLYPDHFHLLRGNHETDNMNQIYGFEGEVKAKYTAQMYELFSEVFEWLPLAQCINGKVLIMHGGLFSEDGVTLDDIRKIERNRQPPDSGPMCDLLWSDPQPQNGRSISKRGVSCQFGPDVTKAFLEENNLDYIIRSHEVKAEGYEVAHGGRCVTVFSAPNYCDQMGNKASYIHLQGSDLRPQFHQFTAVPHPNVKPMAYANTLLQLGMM
TPT1 inhibitor – inhibitors of Candida albicans tRNA 2'-phosphotransferase TPT1. recombinant caTPT1, FP RNA substrate dephosphorylation. inhibition, % at 5 µM. hit rate 0.81% among 300,000. AID 1962;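 active = inhibition above the mean of all tested compounds plus 3 SD, set per screening campaign, cut at about 24% in these data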;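 note: plate controls were DMSO alone for no effect and ferristatin control at 100 nM for full effect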
HCV core dimer – blocks dimerization of HCV core protein. inhibition, % at 5 µM. hit rate 0.33% among 300,000. TR-FRET GST/Flag-core106 dimerization, 1536-well;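 active = inhibition above the mean of all tested compounds plus 3 SD, set per screening campaign, cut at about 45% in these data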
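Material: Tagged HCV core106 pair (GST and Flag) | Amount: GST-core106 13.5 nM, Flag-core106 17 nM | Medium: KF-containing HEPES buffer, pH 7.45, DTT, CHAPS, BSA | Reagent: Eu donor and XL665 acceptor anti-tag antibodies | Schedule: 4 h at 22.5 °C | Technique: Time-resolved FRET, ex 340 nm, em 617 and 671 nm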
Efflux pump inh – inhibitors of Candida antifungal efflux pumps expressed in yeast; hit rate 0.44% among 330,000; inhibition, % at 10 µM; AID 485275; S. cerevisiae Candida pump triplex, Nile Red efflux;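 active = plate passing quality check with inhibition over a set limit, or well fluorescence over plate mean plus 4 SD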;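 note: Nile Red retained in pooled yeast measured as flow cytometry median fluorescence; 0% = buffer negative control and 100% = Enniatin B positive control; higher means more Nile Red kept so more efflux inhibition; some compounds called inactive have numbers as strong as hits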
proCasp7 act – counter-screen: procaspase-7 (human) activation. P55210. recombinant procaspase-7, Ac-DEVD-pNA absorbance 405 nm; D23A/D198A/D206A triple mutant, cannot self-cleave; scale: DMSO 0, 5 µM enzyme 100. activation, % at 8.5 µM. hit rate 0.093% among 330,000;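 active = percent activation above the screen-wide mean plus 3 SD, cut at about 25% in these data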
Target sequence (P55210 whole entry D23A/D198A/D206A): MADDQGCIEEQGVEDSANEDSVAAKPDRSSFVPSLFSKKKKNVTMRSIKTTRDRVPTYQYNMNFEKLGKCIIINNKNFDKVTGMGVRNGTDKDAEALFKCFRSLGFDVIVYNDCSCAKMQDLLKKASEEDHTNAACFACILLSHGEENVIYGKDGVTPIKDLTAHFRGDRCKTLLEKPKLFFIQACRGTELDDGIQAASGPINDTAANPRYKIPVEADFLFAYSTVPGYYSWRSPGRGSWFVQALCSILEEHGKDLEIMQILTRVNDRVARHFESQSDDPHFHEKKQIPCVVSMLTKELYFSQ
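Detection: p-Nitroaniline absorbance at 405 nm, read at 0 and 120 min; system: Uncleavable procaspase-7 mutant enzyme; evaluation: % activation from two-timepoint absorbance difference, scaled to controls; times: 1 h enzyme–compound preincubation and 2 h substrate reaction, both 25 °C; buffer or medium: Zinc-free HEPES pH 7.4 with 300 mM NaCl, 0.01% Triton X-100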
PP1 inh – PP1-alpha (human) inhibition in PP5 counter-screen; P62136; purified PP1alpha, OMFP fluorescence; inhibition, % at 6.7 µM; hit rate 0.9% among 320,000; AID 2235;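 active = inhibition above the mean inhibition of all tested compounds plus 3 SD, computed separately for each screening campaign, cut at about 15% in these data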
GASC-1 inh – blocks human GASC-1 demethylase activity; inhibition, % at 2.35 µM; GST-JMJD2C(1-420) H3K9me3 demethylation, DELFIA europium; hit rate 0.069% among 330,000; Q9H3R0;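 active = more than half of a compound's replicate wells show inhibition beyond 50%, single wells judged on their own value; inconclusive = some, but no more than half, of replicates pass 50% inhibition; inactive = no replicate passes 50% inhibition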;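 note: signal counts dimethyl H3K9 product captured on neutravidin plate; 0% = median of DMSO wells and 100% = 0.3 times that DMSO median; strong numbers were not always called active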
CTSL1 counter – blocks F. hepatica cathepsin L1 in PFM18AAP counter-screen. inhibition, % at 5.96 µM. recombinant F. hepatica cathepsin L1, Z-Leu-Arg-MCA fluorescence. hit rate 0.49% among 300,000;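 active = inhibition above the mean of all tested compounds plus 3 SD, set per screening campaign, cut at about 17% in these data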;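 note: 0% = plate median of test compound wells and 100% = 1 µM Z-Phe-Ala-diazomethylketone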
The depositor's hits bear a star; & = joins results of further samples.

Screening O=C(CCl)Nc1ccc(Oc2cnc3ccccc3n2)cc1 returned procasp3 activ -14, PP5 inh -0.2, TPT1 inhibitor 1, HCV core dimer 13, Efflux pump inh -0.1, proCasp7 act -3, PP1 inh -2, GASC-1 inh 8 and CTSL1 counter 23*.
O=C(CC(=O)c1ccccc1)Nc1cccnc1Cl was read as procasp3 activ 3, PP5 inh -1.1, TPT1 inhibitor -3, HCV core dimer 7, Efflux pump inh 0.1, proCasp7 act 11, PP1 inh -3, GASC-1 inh 2 and CTSL1 counter 3.
`Cc1ccc2nc(-c3ccc(SCC(=O)Nc4nnc(C)s4)nc3)[nH]c2c1` gave procasp3 activ -1, PP5 inh 2.1, TPT1 inhibitor 1, HCV core dimer -1, Efflux pump inh 0.6, proCasp7 act 0, PP1 inh 20*, GASC-1 inh 3 and CTSL1 counter -3.
For Cc1oc(-c2ccccc2F)nc1CS(=O)CC(=O)NC1CCCC1 (stereo unspecified) the results were procasp3 activ 0, PP5 inh 3.2, TPT1 inhibitor 2, HCV core dimer 6, Efflux pump inh 0.0, proCasp7 act 11, PP1 inh 0, GASC-1 inh -21 and CTSL1 counter 0.
CC(=O)Nc1ccc(NC(=O)C(C)Sc2n[nH]c(-c3ccc(C)cc3)n2)cc1 (stereo unspecified) was read as procasp3 activ -3, PP5 inh 0.2, TPT1 inhibitor 2, HCV core dimer -1, Efflux pump inh -0.1, proCasp7 act 4, PP1 inh -1, GASC-1 inh 7 and CTSL1 counter 5.
Screening COc1ccc(NS(=O)(=O)c2ccc(C)c(C(=O)N(C)Cc3ccc(OC)cc3OC)c2)cc1 returned procasp3 activ 11, PP5 inh -0.1, TPT1 inhibitor -1, HCV core dimer -4, Efflux pump inh -0.1, proCasp7 act -5, PP1 inh -1, GASC-1 inh 1 and CTSL1 counter 2.
`CN(C)S(=O)(=O)Nc1ccc2c(c1)Cc1ccccc1-2` gave procasp3 activ -1, PP5 inh -1.2, TPT1 inhibitor 3, HCV core dimer 5, Efflux pump inh -0.1, proCasp7 act -2, PP1 inh -2, GASC-1 inh 17 and CTSL1 counter 5.
Cc1c(Cl)cccc1NC(=O)CSc1nnc(C)n1-c1ccccc1 was read as procasp3 activ 5, PP5 inh 0.1, TPT1 inhibitor -4, HCV core dimer -2, Efflux pump inh -0.1, proCasp7 act -11, PP1 inh -5, GASC-1 inh -9 and CTSL1 counter -1.
O=C(/C=C/c1cnc2ccccc2n1)NC12CC3CC(CC(C3)C1)C2 was read as procasp3 activ -3, PP5 inh 2.4, TPT1 inhibitor 1, HCV core dimer -3, Efflux pump inh 0.2, proCasp7 act 0, PP1 inh 0, GASC-1 inh -7 and CTSL1 counter 1.
Screening COc1ccc(-c2cc(=O)c(C(=O)c3ccc(C)cc3)n[nH]2)cc1 returned procasp3 activ -1, PP5 inh -0.5, TPT1 inhibitor -3, HCV core dimer -4, Efflux pump inh -0.1, proCasp7 act 9, PP1 inh 0, GASC-1 inh -1 and CTSL1 counter 2.
`Cc1cc(C)n(C(=O)CCCn2cc([N+](=O)[O-])cn2)n1` gave procasp3 activ -6, PP5 inh -1.3, TPT1 inhibitor 4, HCV core dimer -1, Efflux pump inh -0.1, proCasp7 act -3, PP1 inh -1, GASC-1 inh 2 and CTSL1 counter -2.
`Cc1ccccc1CC(=O)Nc1ccc2c(C)cc(=O)oc2c1` gave procasp3 activ 2, PP5 inh 2.0, TPT1 inhibitor 2, HCV core dimer 2, Efflux pump inh 0.0, proCasp7 act 7, PP1 inh 0, GASC-1 inh 2 and CTSL1 counter 0.
`CCOc1cc(Br)c(C(=O)O)cc1OC` gave procasp3 activ 2, PP5 inh -0.3, TPT1 inhibitor 5, HCV core dimer 0, Efflux pump inh 0.5, proCasp7 act -3, PP1 inh -3, GASC-1 inh 8 and CTSL1 counter 4.
`Cc1ccc(/C(N)=N/OC(=O)COc2ccccc2Cl)cc1` gave procasp3 activ 2, PP5 inh 2.8, TPT1 inhibitor -2, HCV core dimer -2, Efflux pump inh -0.1, proCasp7 act 2, PP1 inh 0, GASC-1 inh -4 and CTSL1 counter -6.
`COC(=O)CSC1=C(C#N)C(c2sccc2C)CC(=O)N1` (stereo unspecified) gave procasp3 activ -3, PP5 inh -1.2, TPT1 inhibitor 5, HCV core dimer 4, Efflux pump inh -0.1, proCasp7 act -13, PP1 inh 0, GASC-1 inh 6 and CTSL1 counter 2.
Cc1cc(C)c(C#N)c(SCc2cc3c(cc2Cl)OCO3)n1 was read as procasp3 activ -2, PP5 inh 3.6, TPT1 inhibitor 3, HCV core dimer -7, Efflux pump inh -0.1, proCasp7 act -2, PP1 inh 2, GASC-1 inh 10 and CTSL1 counter 2.
For Cc1cc(NC(=O)CCC(=O)N(CCc2ccccc2)C(C(=O)NC2CCCC2)c2ccco2)no1 (stereo unspecified) the results were procasp3 activ 1, PP5 inh 4.1, TPT1 inhibitor -1, HCV core dimer 2, Efflux pump inh 0.1, proCasp7 act 1, PP1 inh -15, GASC-1 inh 125&-2 and CTSL1 counter -8.
Screening Cc1nn(CC(=O)O)c(C)c1NC(=O)c1cccs1 returned procasp3 activ 3, PP5 inh -0.2, TPT1 inhibitor 1, HCV core dimer -6, Efflux pump inh -0.1, proCasp7 act 1, PP1 inh 0, GASC-1 inh 7 and CTSL1 counter -3.
Screening O=C(NCCCN1CCC(Cc2ccccc2)CC1)C1CC(=O)N(C2CCCC2)C1 (stereo unspecified) returned procasp3 activ 7, PP5 inh 0.3, TPT1 inhibitor -1, HCV core dimer 4, Efflux pump inh -0.4, proCasp7 act -8, PP1 inh 2, GASC-1 inh -23&-12 and CTSL1 counter -2.
Screening Cc1ccccc1NC(=S)C1=C(O)c2sccc2N(C)S1(=O)=O returned procasp3 activ -14, PP5 inh 0.0, TPT1 inhibitor 0, HCV core dimer 3, Efflux pump inh 0.1, proCasp7 act -13, PP1 inh -2, GASC-1 inh -7 and CTSL1 counter -1.
Screening CCn1c(SCC(=O)NC(C)C(C)C)nc2cc(S(=O)(=O)N3CCOCC3)ccc21 (stereo unspecified) returned procasp3 activ 5, PP5 inh 1.4, TPT1 inhibitor 0, HCV core dimer -2, Efflux pump inh -3.0, proCasp7 act 7, PP1 inh -1, GASC-1 inh 9 and CTSL1 counter -4.
CCN(CC)c1ccc(/C=N/Nc2ccc(C)cc2)c(O)c1 was read as procasp3 activ -2, PP5 inh -1.9, TPT1 inhibitor 3, HCV core dimer 4, Efflux pump inh 0.2, proCasp7 act -6, PP1 inh 0, GASC-1 inh 5 and CTSL1 counter -2.
Screening CCC(=O)N1CCc2cc(S(=O)(=O)CCC(=O)Nc3ccc(OC)cc3)ccc21 returned procasp3 activ 3, PP5 inh 1.2, TPT1 inhibitor 2, HCV core dimer -3, Efflux pump inh 0.1, proCasp7 act 6, PP1 inh 6, GASC-1 inh -4 and CTSL1 counter -1.
`O=C1c2cccc3c(Cl)ccc(c23)C(=O)N1O` gave procasp3 activ 0, PP5 inh 1.8, TPT1 inhibitor -4, HCV core dimer 8, Efflux pump inh 0.0, proCasp7 act 3, PP1 inh 38*, GASC-1 inh 0 and CTSL1 counter 3.
Screening c1ccc(OCCOc2ncnc3sccc23)cc1 returned procasp3 activ 3, PP5 inh 2.9, TPT1 inhibitor -5, HCV core dimer -2, Efflux pump inh 0.1, proCasp7 act 4, PP1 inh -1, GASC-1 inh -5 and CTSL1 counter 3.
For CN(C(=O)c1nc(-c2ccccc2)n(-c2ccccc2)n1)C1CCS(=O)(=O)C1 (stereo unspecified) the results were procasp3 activ -2, PP5 inh 2.3, TPT1 inhibitor -1, HCV core dimer 5, Efflux pump inh 0.0, proCasp7 act 15, PP1 inh 0, GASC-1 inh -4 and CTSL1 counter -1.
For COc1cccc(C(=O)NCCS(=O)(=O)NCCc2ccc(OC)c(OC)c2)c1 the results were procasp3 activ 7, PP5 inh 1.1, TPT1 inhibitor -5, HCV core dimer -1, Efflux pump inh 0.2, proCasp7 act 7, PP1 inh -3, GASC-1 inh 28 and CTSL1 counter -5.
Screening Cc1csc(SCC(=O)Nc2ncc(Cl)c(C)c2Cl)n1 returned procasp3 activ 8, PP5 inh -1.6, TPT1 inhibitor 5, HCV core dimer 2, Efflux pump inh 0.1, proCasp7 act 3, PP1 inh -3, GASC-1 inh 21 and CTSL1 counter -2.
CC(Sc1nnc(C2CC2)n1C)C(=O)Nc1ccc2c(c1)CCC2 (stereo unspecified) was read as procasp3 activ 4, PP5 inh 0.0, Efflux pump inh -0.2, proCasp7 act -2, PP1 inh -1 and GASC-1 inh 12.
Screening CC1(C)Cc2ccccc2-c2nc(NCCO)n(-c3ccccc3)c(=O)c21 returned procasp3 activ 2, PP5 inh 0.3, TPT1 inhibitor -3, HCV core dimer -7, Efflux pump inh 0.0, proCasp7 act 8, PP1 inh -4, GASC-1 inh 13 and CTSL1 counter 1.
CC(=O)Nc1ccc(C2(O)COc3ccccc3O2)cc1 (stereo unspecified) was read as procasp3 activ -3, PP5 inh 0.3, TPT1 inhibitor -2, HCV core dimer -3, Efflux pump inh 0.0, proCasp7 act 12, PP1 inh -3, GASC-1 inh 1 and CTSL1 counter 0.
Screening CC(C)C[C@H](NC(=O)[C@@H]1Cc2c([nH]c3ccccc23)C2c3ccccc3C(=O)N21)C(=O)NCC1CCCO1 (stereo partly specified) returned procasp3 activ -2, PP5 inh 6.9, TPT1 inhibitor -1, HCV core dimer -7, Efflux pump inh 0.5, proCasp7 act -10, PP1 inh 0, GASC-1 inh inconclusive and CTSL1 counter 3.
CCN(CC(=O)Nc1c(F)cccc1F)C(=O)CSCC(=O)Nc1cccc(C)c1 was read as procasp3 activ 1, PP5 inh 4.7, TPT1 inhibitor 1, HCV core dimer -1, Efflux pump inh 0.1, proCasp7 act 1, PP1 inh -3, GASC-1 inh 4 and CTSL1 counter 1.
Screening O=C(C(=O)N1CCCC1)c1c[nH]c2ccccc12 returned procasp3 activ 5, PP5 inh 1.4, TPT1 inhibitor -5, HCV core dimer -1, Efflux pump inh -0.1, proCasp7 act 7, PP1 inh -6, GASC-1 inh 6 and CTSL1 counter -7.
`CN(C)S(=O)(=O)c1ccc(N2CCCC2)c(C(=O)NNC(=O)COc2ccccc2F)c1` gave procasp3 activ 5, PP5 inh -2.6, TPT1 inhibitor -1, HCV core dimer 0, Efflux pump inh 0.0, proCasp7 act 5, PP1 inh -2, GASC-1 inh 6 and CTSL1 counter -17.
